Compound activity (PubChem BioAssay)
human PMI inhibition: inhibitors of human PMI, primary screen, biochemical, fluorescence intensity, coupled assay (AID 1209); purified PMI enzyme, coupled fluorescence intensity; higher % means a stronger effect; one-dose inhibition, % at 20 µM; IC50 in µM for titrated hits; hit rate 0.42% among 190,000; in the data active means inhibition above about 50%;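 further: plate controls were DMSO vehicle for no effect and wells lacking substrate for full effect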
T cell modulator: modulates CD8 T cell binding to vesicles; calls only at 7 µM; AID 2052; hit rate 0.068% among 330,000; 2C CD8+ T cell-vesicle binding, flow cytometry; stronger effect = lower value;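 active means response, share of CD8 T cells binding vesicles, and their 90th percentile fluorescence all below set limits, cut at about 80% in these data, passing the limit was not always enough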
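Read-out – percent CD8+ FL2 mean versus row control · System – murine 2C transgenic CD8+ T lymphocytes · Times – 1.5 h cell–vesicle binding at 37 °C, then 20 min icy labelling · Control set – naked vesicles low, QL9 vesicles with vehicle high · Detection – cytometric PE anti-B7-1 and Alexa647 anti-CD8 signals after 1% paraformaldehyde fixation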
Myeloid diff MLP: promotes myeloid progenitor differentiation | AID 624256 | calls only at 10 µM | hit rate 1% among 360,000 | ER-HoxA9 myeloid progenitors, lysozyme-GFP differentiation, flow cytometry;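 active means normalized GFP-positive differentiation at or above the plate's own cutoff, the solvent-only control mean plus 3 SD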;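 further: cells exposed to compound for four days before flow analysis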
Dynein transport: blocks dynein driven cargo transport along microtubules; 3617.4 mouse cells, GR-EGFP nuclear translocation imaging; test concentration mostly 20 µM; stimulated with dexamethasone, 1 µM; stronger effect = lower value; z-score, hits read low; hit rate 0.47% among 220,000;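 active means plate z-score of nuclear minus cytoplasmic receptor signal below a set negative limit, without overly bright fluorescence or cell loss, cut at about -3.5 in these data, passing the limit was not always enough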;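 further: z-score of nuclear minus cytoplasmic ring GR-EGFP intensity difference per well; some compounds called inactive have numbers as strong as hits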
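Buffer or medium: tet-free, stripped-serum medium; reagent: dexamethasone at 1.0 µM final, 30 min; incubation: 48 h induction, 1 h compound, 30 min dex at 37 °C; measured by: formaldehyde fixation, Hoechst nuclear stain, 10x automated fluorescence imaging; read-out: nuclear-to-cytoplasmic GR-EGFP distribution per well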
MT stabilize HCS: microtubule stabilizers in HeLa cells. AID 2205. % tubulin-high responders, % at 10 µM. hit rate 0.83% among 200,000. HeLa tubulin immunostaining HCS, 24 h; share of cells brighter than vehicle mean+2SD;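 active means plate Z-score above 3 for both tubulin-high and condensed-nucleus cell shares, with cell loss under 80%, at 10 µM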;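 further: anti alpha tubulin signal scored within the nucleus-defined area of each cell; some results filed as inactive read as strong as hits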
TNAP activators: stimulation of alkaline phosphatase TNAP activity – biochemical, luminescent, no phosphate acceptor, uHTS, primary screen (AID 1001) | purified TNAP, luminescent activation assay, no phosphate acceptor; higher activation fold means a stronger effect | activation fold at 20 µM; hits with a dose series show EC50 in µM | hit rate 0.03% among 200,000; in the data active means activation fold from about 3, or a potency from the dose series; inactive means the rest, 99 in 100 with activation fold below about 1.6; further: many of its hits are not listed in these tables
bCat nuc transl: modulators of beta-catenin nuclear translocation; HeLa beta-catenin nuclear translocation, immunofluorescence imaging; nuclear translocation activity, % at 5 µM; hit rate 0.3% among 190,000;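 active means nuclear translocation activity above 50% at 5 µM, with a well cell count of 50 or more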;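 further: per-cell ratio of nuclear to cytoplasmic median beta-catenin stain intensity; plate controls were DMSO negative control for no effect and GSK-3 inhibitor IX positive control for full effect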
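Test system: human HeLa cells, endogenous beta-catenin. Times: 24 h compound exposure, 37°C. Measured by: beta-catenin immunofluorescence imaging with DAPI.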
Hep lipid drop: modulators of hepatic lipid droplet formation. AID 1656. AML12 mouse hepatocytes, oleate lipid droplets, BODIPY imaging. hit rate 0.4% among 240,000. inhibition, % at 6.5 µM;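 active means lipid droplet intensity inhibited by at least 50%, with more than 500 cells counted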
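Material – mouse AML12 hepatocyte cell line, fixed after treatment · Compound dosing – one dose, 6.5 µM compound · Times – compound with oleate, overnight · Measured by – Image-based BODIPY and DAPI two-channel analysis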
Insulin prom up: MIN6 insulin promoter up-regulation; MIN6 insulin promoter-GFP reporter, high-content imaging; stronger effect = higher value; z-score at 5 µM; hit rate 0.3% among 190,000; AID 1625;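 active means z-score above 3 at 5 µM with at least 500 cells counted in the well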
Dynein transport cytoplasmic EGFP: also measured in Dynein transport; calls as there; z-score; measured here: cytoplasmic GR-EGFP intensity; stronger effect = higher value
Dynein transport nuclear GR-EGFP: further read-out of Dynein transport, marked with its call; z-score; measured here: nuclear GR-EGFP intensity;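 lower value marks the stronger effect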
Dynein transport cell count: recorded beside Dynein transport, whose call it bears; z-score; measured here: cell count per field
Insulin prom up cell count: recorded beside Insulin prom up, whose call it bears; cell count; measured here: cytotoxicity, nuclei count;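 total cells summed across four imaged fields per well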
Hep lipid drop cells 6.5 µM: further read-out of Hep lipid drop, marked with its call; cell count; measured here: cell count, cytotoxicity flag;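 cells counted across two imaged fields per well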
bCat nuc transl cell count 5 µM: further read-out of bCat nuc transl, marked with its call; cell count; measured here: cell count, cytotoxicity flag
T cell modulator vesicle-bound %: second read-out of T cell modulator, no call of its own (marks repeat the call); double positive events, %; measured here: CD8+ vesicle-bound cell fraction;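 binding gate set so that unloaded-vesicle control wells show 10% double positive cells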
MT stabilize HCS Hoechst-high %: further read-out of MT stabilize HCS, marked with its call; % Hoechst-high responders; measured here: nuclear condensation Hoechst responders;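 share of cells brighter than vehicle mean plus two SD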
MT stabilize HCS cytotoxicity %: also measured in MT stabilize HCS; calls as there; toxicity, %; measured here: cytotoxicity by cell density;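 0% = mean cell density of plate MIN control wells and 100% = no cells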
Myeloid diff MLP GFP+ MAC1+ %: also measured in Myeloid diff MLP; calls as there; GFP+ MAC1+ double positive, %; measured here: differentiation confirmed by MAC1 staining
Numbers without * were called inactive; i = inactive; · = no result given.

structure,human PMI inhibition,T cell modulator,T cell modulator vesicle-bound %,Myeloid diff MLP,Myeloid diff MLP GFP+ MAC1+ %,Dynein transport,Dynein transport cytoplasmic EGFP,Dynein transport nuclear GR-EGFP,Dynein transport cell count,MT stabilize HCS,MT stabilize HCS Hoechst-high %,MT stabilize HCS cytotoxicity %,TNAP activators,bCat nuc transl,bCat nuc transl cell count 5 µM,Hep lipid drop,Hep lipid drop cells 6.5 µM,Insulin prom up,Insulin prom up cell count
O=C1NC(c2ccc(-c3ccccc3[N+](=O)[O-])o2)C(C(=O)c2ccc(F)cc2)C(O)(C(F)(F)F)N1 (stereo not drawn),12.6%,i,49.2,i,0.8,0.494,-0.105,0.473,-0.682,5.9,1.4,10.8,0.9,-1.6,1070,13.9,703,0.17,1441
O=C(c1ccccc1)c1nc2c(n1O)CCCCC2,5.0%,i,52.5,i,0.4,-0.626,-0.313,-0.126,0.512,2.1,1.2,3.2,1.1,5.1,945,11.9,701,0.45,1549
Cc1c(CN2CCC(CO)(CCOc3ccccc3)CC2)[nH]c2c(Cl)cccc12,4.3%,i,44.6,i,0.6,-0.377,-0.316,-0.132,1.27,28.6*,10.0*,32.2*,1,1.2,1531,11.8,630,-2.22,1023
CCCN(CCC)C1=N/C(=C\c2ccco2)C(=O)N1c1ccccc1,-25.1%,i,31.5,i,0.7,0.318,-0.215,0.589,0.942,2.1,1.3,6.4,1,-5.1,1060,6.1,765,0.13,836
Cn1c(=O)cc(SCC(=O)NCc2ccco2)c2ccccc21,-7.2%,i,20.7,i,0.7,-0.699,0.0253,-0.33,0.844,4.7,3.4,5.7,1.1,4.5,1433,·,·,0.44,1642
Cc1ccc(C2=NC(C(F)(F)F)(C(F)(F)F)c3c(n(-c4ccc(F)cc4)c(=O)[nH]c3=O)N2)cc1,-1.7%,i,7.2,i,0.0,-0.219,-0.281,-0.14,-0.393,3.1,4.4,4.3,1.1,0.6,878,3.5,672,-0.2,1074
COc1ccccc1N1CCN(C(=O)CSc2nc3ncnc(N)c3[nH]2)CC1,-2.1%,i,22.7,i,0.8,1.27,-0.233,0.797,0.121,2.2,2.7,8.8,0.4,-1.6,1076,-6.5,736,0.23,1220
CN(c1cccc(NC(=O)CN(c2cccc(F)c2)S(C)(=O)=O)c1)S(C)(=O)=O,-2.3%,i,57.0,i,0.3,0.255,-0.318,0.826,-0.118,2.2,2.1,4.7,1.2,-6.9,1099,-11.4,678,-2.32,1593
S=C(NCCc1ccccc1)Nc1ccccn1,20.7%,i,41.4,i,1.6,-0.255,-0.331,-0.386,0.495,4.6,2.6,5.6,1,0.5,442,-5.3,635,-0.2,1227
COC(=O)COc1cc(Br)c(/C=C2/SC(=O)N(CC(=O)N3CCCC3)C2=O)cc1OC,-1.6%,i,5.9,i,0.0,0.198,-0.183,0.753,0.589,1.9,1.6,5.8,1.1,-1.5,1339,·,·,-0.01,1558
COc1ccccc1C(=O)NCc1n[nH]c(=S)n1Cc1ccccc1,-5.2%,i,37.9,i,0.1,-0.55,-0.363,-0.337,0.228,2.6,2.2,6.8,1,0.8,1130,3.8,688,-0.13,1364
O=C(O)c1cccc2c1C(=O)N(Cc1ccncc1)C2,5.2%,i,32.6,i,2.3,0.304,-0.208,0.477,-0.0854,1.8,1.5,10.1,1.1,-6.0,1021,·,·,·,·
CCOC(=O)c1sc2nc3n(c(=O)c2c1C)CCC3,-2.3%,i,53.7,i,0.6,0.0921,-0.00248,0.0604,-0.739,1.8,2.1,6.5,1.1,-2.2,541,8.1,666,-2.84,607
COc1ccccc1OCC(=O)Nc1nc(-c2ccc(S(=O)(=O)N3CCOCC3)cc2)cs1,·,i,24.2,i,0.0,0.0494,-0.0636,0.043,0.502,2.3,2.2,1.8,·,·,·,·,·,·,·
COC(=O)c1ccc(C23CC4(C2)[C@H](CN(Cc2cccnc2)[C@@H]4c2ccccc2)C3c2ccc(C(F)(F)F)cc2)cc1 (stereo partly drawn),·,i,50.9,·,·,0.568,-0.71,0.215,-0.714,·,·,·,·,0.2,1421,7.4,777,0.77,760
CCCCN1C(=O)CC(C(=O)OCC)=C1C,·,·,·,i,0.8,1.64,-0.0802,1.64,-2.54,·,·,·,·,-1.2,1375,-1.2,812,0.47,861
Cc1cc(C(=O)O)ccc1-n1c(C)cc(/C=C(/C#N)C(=O)Nc2ccccc2)c1C,-3.4%,i,41.3,i,0.2,-1.08,-0.228,-0.573,1.12,3.5,1.7,2.0,1,-0.5,1181,-2.5,691,0.66,1420
CN(Cc1cnccn1)Cc1nc(Cc2ccccc2F)no1,13.5%,i,46.3,i,0.2,-1.12,-0.253,-0.437,0.871,1.4,1.6,2.1,1,-2.4,965,-2.3,754,2.93,1475
CC(c1ccccc1)N1CC(C(=O)O)CC1=O (stereo not drawn),8.0%,i,15.7,i,0.2,0.21,-0.267,0.304,0.0251,1.8,1.2,4.6,1,-0.5,986,11.9,697,-0.27,1587
Clc1ccc(CN2CCN(c3ncnc4scc(-c5cccs5)c34)CC2)cc1,5.5%,i,60.1,i,1.6,-1.19,0.378,-0.52,1.09,2.2,1.8,7.6,0.9,·,·,·,·,-7.4,604
O=c1c2c(nc3n1CCS3)c1cc(F)ccc1n2Cc1cc(=O)n2cc(Cl)ccc2n1,·,i,23.4,·,·,1.78,-0.14,1.76,-1.72,·,·,·,·,0.7,1297,4.6,616,0.71,838
Cc1ccccc1N1C(S)=C(C#N)C(=O)NC1c1cccs1 (stereo not drawn),-11.9%,i,48.0,i,1.3,-1.05,-0.197,-0.609,0.598,2.5,1.6,6.3,0.9,·,·,7.9,803,·,·
O=C(Nc1ccc2ccccc2c1)C(c1ccccc1)C1CCCC1 (stereo not drawn),24.2%,i,60.9,i,0.2,0.533,-0.245,0.153,0.215,4.0,1.5,10.0,1.3,0.0,918,-16.6,575,·,·
O=CN1CCN(C(C(=O)NC2CCCCC2)c2cc3c(cc2[N+](=O)[O-])OCO3)CC1 (stereo not drawn),19.5%,i,54.6,i,0.6,0.115,-0.276,-0.105,-0.441,4.2,2.3,9.6,1.1,-2.7,1018,-32.3,629,0.36,1123
Cc1cccc(-n2c(O)cnc2Nc2nc(C)cc(C)n2)c1,-1.1%,i,45.3,i,0.0,-0.195,-0.201,-0.00935,0.649,1.2,1.4,6.5,1.1,-1.2,1559,22.4,603,·,·
COc1ccc(NC(=S)N(CCCN2CCC(C)CC2)Cc2cccs2)cc1Cl,-8.6%,i,10.6,i,0.6,1.14,-0.232,1.57,-1.63,2.9,2.0,19.1,1.1,-0.1,1121,2.9,728,-0.24,1309
CCn1c(CSc2nc(C)cc(C)n2)nnc1SCC(=O)Nc1nc(-c2ccccc2)cs1,7.2%,i,30.2,i,1.5,0.0624,-0.238,0.344,0.575,2.7,2.4,12.6,1,1.5,1209,17.9,727,0.59,1466
O=C(CSc1nc2cc(Cl)ccc2s1)Nc1cccc(S(=O)(=O)N2CCOCC2)c1,15.2%,i,47.8,i,0.3,-0.958,-0.225,-0.186,-0.181,4.9,1.7,9.4,1.1,4.7,1012,-18.5,503,-0.14,1524
Cc1ccc(-c2nn(CC(N)=O)c(=O)c3ccccc23)cc1S(=O)(=O)N(C)C,3.8%,i,46.8,i,0.8,-0.344,0.0876,-0.113,0.2,2.0,1.3,9.9,1.1,-2.6,1190,-3.6,739,-0.25,894
Cn1c(NCC(O)c2ccccc2)nc2c1c(=O)n(Cc1ccc(Cl)c(Cl)c1)c(=O)n2C (stereo not drawn),·,i,51.1,i,1.4,-0.129,-0.196,-0.115,-1.22,2.7,0.8,5.0,·,·,·,·,·,·,·
CCCn1c(N)c(Sc2ccc(Cl)cc2)c(=O)n(CCC)c1=O,16.2%,i,23.3,·,·,-0.0509,-0.326,0.124,0.00893,2.4,2.8,6.9,1.1,-3.4,1147,-6.4,738,·,·
CCOc1ccc(NC(=O)CCCc2cc(-c3ccc(OCC)cc3)on2)cc1,-6.1%,i,38.9,i,0.5,0.66,0.239,0.548,-1.08,1.9,2.0,3.2,1.1,-2.2,916,·,·,-0.27,1173
COCCOC(=O)c1c(C)n(C)c2ccc(OC(=O)C3CC3)cc12,6.3%,i,52.0,i,0.8,0.288,-0.188,0.302,0.561,3.8,1.7,3.7,1.1,-3.4,908,·,·,0.69,1035
COc1ccc(NC(=O)CN(C2CCCCC2)S(C)(=O)=O)cc1OC,9.2%,i,46.0,i,1.5,0.228,-0.277,0.46,0.858,3.8,1.6,3.1,1.1,·,·,2.1,748,0.4,1330
